Screening results as filed in PubChem BioAssay.
TPT1 inhibitor – inhibitors of Candida albicans tRNA 2'-phosphotransferase TPT1; actives 0.81% (n = 300,000); inhibition, % at 5 µM; AID 1962; recombinant caTPT1, FP RNA substrate dephosphorylation;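 active = inhibition above the mean of all tested compounds plus 3 SD, set per screening campaign, cut at about 24% in these data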;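 note: plate controls were DMSO alone for no effect and ferristatin control at 100 nM for full effect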
Efflux pump inh – blocks antifungal efflux pumps in multiplex yeast assay; actives 0.44% (n = 330,000); S. cerevisiae Candida pump triplex, Nile Red efflux; inhibition, % at 10 µM;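 active = plate passing quality check with inhibition over a set limit, or well fluorescence over plate mean plus 4 SD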;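 note: Nile Red retained in pooled yeast measured as flow cytometry median fluorescence; 0% = buffer negative control and 100% = Enniatin B positive control; higher means more Nile Red kept so more efflux inhibition; some compounds called inactive have numbers as strong as hits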
HCV core dimer – HCV core protein dimerization inhibition; TR-FRET GST/Flag-core106 dimerization, 1536-well; inhibition, % at 5 µM; AID 1899; actives 0.33% (n = 300,000);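 active = inhibition above the mean of all tested compounds plus 3 SD, set per screening campaign, cut at about 45% in these data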
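Material: GST/Flag-tagged HCV core106 proteins. Incubation: 4 h, 22.5 °C incubation. Read-out basis: inhibition (%) from 671 over 617 nm ratio. Measured by: TR-FRET, excitation 340 nm, emission 617 and 671 nm.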
Fh CTSL1 inh – blocks F. hepatica cathepsin L1 in PFM18AAP counter-screen | actives 0.49% (n = 300,000) | recombinant F. hepatica cathepsin L1, Z-Leu-Arg-MCA fluorescence | AID 1906 | inhibition, % at 5.96 µM;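 active = inhibition above the mean of all tested compounds plus 3 SD, set per screening campaign, cut at about 17% in these data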;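 note: 0% = plate median of test compound wells and 100% = 1 µM Z-Phe-Ala-diazomethylketone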
PP5 inh – PP5 (human) phosphatase inhibition; purified PP5c, OMFP substrate fluorescence; actives 0.18% (n = 320,000); AID 1987; inhibition, % at 6.7 µM;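 active = inhibition above the campaign's mean inhibition across all tested compounds plus 3 SD, cut at about 9.5% in these data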;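 note: 0% = DMSO only and 100% = 100 µM cantharidin control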
LYPLA2 counter – LYPLA2 (human) inhibition in PME1 counter-screen | inhibition, % at 5.9 µM | actives 0.38% (n = 320,000) | O95372 | recombinant LYPLA2, FP-Rh probe fluorescence polarization;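 active = inhibition above the screen-wide mean plus 3 SD, limit set per campaign, cut at about 26% in these data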;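 note: 0% = LYPLA2 with DMSO and 100% = wells lacking LYPLA2 enzyme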
Target sequence (O95372 whole entry, looked up): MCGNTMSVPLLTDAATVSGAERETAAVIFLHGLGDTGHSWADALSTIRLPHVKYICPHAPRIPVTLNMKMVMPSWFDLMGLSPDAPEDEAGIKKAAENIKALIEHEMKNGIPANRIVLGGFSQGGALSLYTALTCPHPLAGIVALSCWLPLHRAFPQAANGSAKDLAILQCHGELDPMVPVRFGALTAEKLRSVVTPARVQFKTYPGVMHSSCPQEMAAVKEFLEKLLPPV
JMJD2C inh – blocks human GASC-1 demethylase activity; Q9H3R0; GST-JMJD2C(1-420) H3K9me3 demethylation, DELFIA europium; inhibition, % at 2.35 µM; actives 0.069% (n = 330,000);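 active = more than half of a compound's replicate wells show inhibition beyond 50%, single wells judged on their own value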;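 note: signal counts dimethyl H3K9 product captured on neutravidin plate; 0% = median of DMSO wells and 100% = 0.3 times that DMSO median; strong numbers were not always called active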
Target sequence (Q9H3R0 1-420 limits assumed): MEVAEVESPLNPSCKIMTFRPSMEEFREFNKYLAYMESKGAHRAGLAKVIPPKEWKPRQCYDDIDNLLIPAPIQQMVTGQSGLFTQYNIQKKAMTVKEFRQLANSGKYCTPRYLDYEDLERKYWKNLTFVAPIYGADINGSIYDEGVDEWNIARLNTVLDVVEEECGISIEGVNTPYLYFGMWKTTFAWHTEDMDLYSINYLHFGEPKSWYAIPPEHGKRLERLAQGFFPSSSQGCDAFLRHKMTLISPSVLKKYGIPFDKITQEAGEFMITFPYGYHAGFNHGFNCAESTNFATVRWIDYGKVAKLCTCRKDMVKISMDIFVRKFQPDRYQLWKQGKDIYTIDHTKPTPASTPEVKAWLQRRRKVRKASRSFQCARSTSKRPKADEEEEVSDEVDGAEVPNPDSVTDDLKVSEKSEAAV
PP1 inh – counter-screen for PP5 inhibitors: inhibitors of human PP1-alpha. actives 0.9% (n = 320,000). AID 2235. purified PP1alpha, OMFP fluorescence. inhibition, % at 6.7 µM. P62136;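 active = inhibition above the mean inhibition of all tested compounds plus 3 SD, computed separately for each screening campaign, cut at about 15% in these data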
PREPL inhibitor – human PREPL enzyme inhibition. Q4J6C6. recombinant PREPL, fluorescence polarization activity-based probe. inhibition, % at 5.96 µM. actives 0.68% (n = 320,000); in the data active = inhibition above about 43%;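 note: 0% = enzyme with DMSO and 100% = wells lacking enzyme; many of its hits are not listed in these tables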
Active calls of the source: *; / = no result given.

Structure,Efflux pump inh,PP5 inh,LYPLA2 counter,TPT1 inhibitor,JMJD2C inh,PP1 inh,HCV core dimer,PREPL inhibitor,Fh CTSL1 inh
COc1ccccc1NC(=S)NC(=O)c1c(-c2ccccc2Cl)noc1C,-0.1,2.4,4,3,1,1,5,-1,3
CCN(C(=O)c1cc2ccccc2o1)C12CC3CC(CC(C3)C1)C2,0.0,2.6,7,-1,-4,-2,4,-2,3
CC(C)c1ccccc1NC(=O)COC(=O)CNC(=O)c1ccc(Br)cc1,0.2,-1.2,-4,0,-7,-1,3,1,-7
O=S(=O)(NCc1ccc2c(c1)OCO2)c1cnc[nH]1,-0.1,-0.8,-1,0,5,-3,-5,12,1
O=C(CN1CCN(C/C=C/c2ccccc2)CC1)NCc1ccc(Cl)cc1,0.0,0.7,42*,1,-3,-3,3,-5,3
CCCc1ccc(Oc2cc(C)nc(N3CCOCC3)n2)cc1,0.0,-0.6,0,1,26,-2,-1,4,1
CC(C)NC(=S)N/N=C1\CCCCC1C1CCCCC1 (stereo not given),-0.2,4.5,4,-3,2,-4,8,-13,13
CCOc1cc(-c2sc(Nc3cc(C)ccc3OC)n[n+]2-c2ccccc2)ccc1OC,0.1,2.4,-1,-1,/,4,-13,21,7
Cc1ccc(CNc2ccccc2C(=O)O)s1,0.0,-2.0,5,-5,2,-1,-3,10,6
Cc1ccc(CN2CCN(Cc3cccc(-n4cccn4)c3)CC2CCO)cc1 (stereo not given),0.1,1.7,3,-3,-2,-7,-2,5,-1
CCCCn1c(N)c(N(Cc2ccccc2OC)C(=O)COc2cc(C)ccc2Cl)c(=O)[nH]c1=O,-0.2,0.3,6,1,0,-4,-6,13,-1
COc1ccc(-n2nnnc2CNC(=O)C(=O)c2c[nH]c3ccccc23)cc1,-0.1,2.9,9,-1,-12,-4,0,-21,2
N#Cc1c(C#N)c(-c2ccccc2)n(-c2ccccc2)c1N,-0.1,2.3,0,-2,-2,-1,2,32,0
COc1ccccc1-n1c(=S)[nH]c2c(sc(=S)n2-c2ccccc2C)c1=O,0.0,1.4,0,0,3,1,10,5,0
Cn1c(CCCOc2ccc(Cl)cc2Cl)n[nH]c1=S,0.0,0.3,-4,2,-9,0,0,-6,4
NC1=NC(=O)S/C1=C\c1ccc(F)cc1,-0.1,2.9,3,1,12,1,0,0,4
COc1cc(C2NC(=O)c3ccccc3O2)ccc1OC(C)C (stereo not given),0.0,1.1,5,-5,-3,-2,9,-3,0
Cc1cc(NC(=O)CCN2C(=O)/C(=C\c3ccccc3Cl)SC2=S)no1,-0.2,0.8,2,-2,2,0,8,-2,8
CCOc1cc(C2C(C(=O)c3ccc(C)o3)=C(O)C(=O)N2CCc2ccccc2)ccc1O (stereo not given),-0.1,2.3,1,0,-21,33*,13,-2,4
Cc1cc(C)c2cc(C(=O)N3CCC(C(=O)c4ccc(F)cc4)CC3)[nH]c2c1,0.0,2.9,7,-4,/,0,0,10,1
CC(C)(C)NCCOc1ccc(Br)cc1,0.1,2.0,4,2,-5,1,12,-8,-2
O=C(c1cnn2ccccc12)N1CCCc2ccccc21,-0.1,2.6,0,1,-8,1,-9,4,-3
O=C(NCCc1ccccc1)c1cnc2ccccc2n1,0.1,-0.8,1,4,4,-2,-4,-5,5
Cc1cccc(OCc2occc2C(=O)Nc2cccc(-n3cnnn3)c2)c1,0.0,4.1,-27,-3,15,1,7,-7,7
O=C(NCCc1ccccc1)c1ccccc1NS(=O)(=O)N1CCCC1,0.0,0.3,3,4,-16,-4,1,3,-1
O=C(CN1C2=NCCN2c2ccccc21)c1ccc(Br)cc1,-0.1,-6.2,7,-4,21,-4,-7,-7,4
CCC(C)(C(=O)NC1CCCC1)N(Cc1ccco1)C(=O)Cc1cccs1 (stereo not given),0.1,1.8,1,3,-7,3,1,-4,-4
Cc1ccc(OCC(=O)NCC(=O)Nc2ccc(F)cc2)c([N+](=O)[O-])n1,0.1,3.8,2,1,2,-5,-1,10,-5
O=C(COc1ccc(Cl)cc1)N/N=C/CCc1ccccc1,0.0,0.4,13,-1,1,-7,-4,-7,0
Cc1[nH]c2c([N+](=O)[O-])cccc2c1C,0.0,2.2,3,0,-2,-2,-1,15,2
CC(C)CN(C(=O)COC(=O)c1ccc2ccccc2c1)c1c(N)n(Cc2ccccc2)c(=O)[nH]c1=O,-0.1,-4.8,-3,1,6,-8,7,5,3
CCOc1ccc(OCC)c(NC(=O)CN2CCN(C(=O)c3ccco3)CC2)c1,0.1,0.8,3,-2,7,0,6,9,-3
CN(C)S(=O)(=O)c1cccc(NC(=O)c2cc(-c3cccs3)nn2-c2ccccc2)c1,0.3,4.0,-7,2,-4,0,8,-11,1
CCOC(=O)c1c(S(=O)(=O)NCC2CCN(Cc3cccc(F)c3)CC2)c(C)n(C)c1C,0.0,1.2,2,-4,7,5,4,4,44*
COc1ccc(Nc2ncc3c(n2)CC(c2ccc(OC)cc2)CC3=O)cc1 (stereo not given),0.0,3.8,12,-2,10,7,15,21,2
COc1ccc(CN(CCc2ccccc2)Cc2ccccc2)cc1OC,-0.1,1.0,5,-3,3,4,-10,10,6
CCOc1ccc(S(=O)(=O)N(CC)CC(=O)NC2CCS(=O)(=O)C2)cc1 (stereo not given),-0.1,-0.1,3,/,/,0,/,1,/
CCOc1ccccc1/C=N/NC(=O)c1nnn(-c2nonc2N)c1CN1CCC(C)CC1,0.6*,1.6,-8,-3,-13,0,28,3,6
COc1ccc(N2CCN(C(=O)c3csc4ccccc34)CC2)cc1,-0.1,-0.4,2,-2,-8,-3,1,16,3
CCCN1CCN(CCCNC(=O)Cn2nc(C)n3c(cc4cc(F)ccc43)c2=O)CC1,0.0,3.6,4,-2,0,-4,-9,11,-2

Random excerpt: 2 compounds from above, in no set order.
Structure,Efflux pump inh,PP5 inh,LYPLA2 counter,TPT1 inhibitor,JMJD2C inh,PP1 inh,HCV core dimer,PREPL inhibitor,Fh CTSL1 inh
Cc1[nH]c2c([N+](=O)[O-])cccc2c1C,0.0,2.2,3,0,-2,-2,-1,15,2
CN(C)S(=O)(=O)c1cccc(NC(=O)c2cc(-c3cccs3)nn2-c2ccccc2)c1,0.3,4.0,-7,2,-4,0,8,-11,1

Carrying on.
Structure,Efflux pump inh,PP5 inh,LYPLA2 counter,TPT1 inhibitor,JMJD2C inh,PP1 inh,HCV core dimer,PREPL inhibitor,Fh CTSL1 inh
COc1cccc(NC(=O)CN(C)C(=O)/C=C/c2cn(Cc3ccccc3)nc2-c2cccnc2)c1,-0.1,2.6,3,2,0,-1,-3,-13,-3
O=C1Cc2cc(NS(=O)(=O)c3ccc([N+](=O)[O-])cc3)cc3c2N1CCC3,-0.3,-0.1,-4,-2,58,-2,-6,10,3
Cc1[nH]c2ccccc2c1C(=O)C(=O)NCCCc1ccccc1,-0.2,0.7,0,-6,-10,4,-3,-15,4
CC(C)NC(=O)NC(=O)COC(=O)/C=C/c1ccc2c(c1)OCO2,0.0,-0.7,1,-2,-1,-3,-5,18,3
CCCCNC(=O)n1c(SC)nc2ccccc21,0.2,0.2,8,1,-7,-4,1,14,-2
C/C(=N\NC(=O)c1cccc(Cl)c1)c1cccc(NC(=O)C(C)C)c1,-0.1,0.2,0,-4,-4,0,-6,14,3
Cc1ccc(C2=NC(C)(C)N=C2SCC(=O)Nc2ccc(Cl)cc2)cc1,0.1,1.1,-8,0,2,4,-7,13,-1
CCN(CC)CCc1c(C)[nH]c(C(=O)OCc2ccccc2)c1C,0.0,3.2,5,-2,-1,-2,2,23,2
C/C(=N\O)C(C)Oc1ccc(Cl)cc1 (stereo not given),0.1,0.0,7,-9,-8,0,3,0,2
CCOC(=O)c1sc(-n2[nH]c(C)cc2=O)nc1C,-0.1,-0.2,3,1,-2,19*,-1,-1,1
Cc1ccc(Cl)c(OCC(=O)N2CCc3ccccc3C2)c1,0.0,3.5,5,0,5,0,-1,-4,-8
Fc1ccc(-c2ccnn2-c2ccccc2)cc1,0.1,0.5,-1,1,1,-2,5,0,-1
COCCN1C(=O)C(=O)/C(=C(/O)c2ccc(S(=O)(=O)N3CCCCC3)cc2)C1c1ccc(OC)c(OC)c1 (stereo not given),-0.2,1.8,4,-2,-5,3,2,-4,-3
N#CCc1nc(C(c2ccccc2)c2ccccc2)no1,-0.2,0.9,-5,25*,11,5,8,-6,3
Cc1cc(/C=C(\C#N)C(=O)NC2CCCCCC2)c(C)[nH]1,-0.2,4.2,13,0,3,7,2,4,8
O=C(CNC(=O)c1cccs1)c1ccc(F)cc1,-0.2,-0.4,4,0,-1,-4,4,-5,2
COc1ccc(/C=N/NS(=O)(=O)c2ccccc2)cc1OS(=O)(=O)c1ccc(C)cc1,-0.1,1.5,0,1,-2,0,21,1,3
COc1ccc(N2CCN(C(=O)c3cn(CC4CCCCC4)nn3)CC2)cc1,-0.2,-0.1,8,2,0,2,13,5,-1
CCC(=O)Nc1cccc(NC(=O)c2ccc3c(c2)OCO3)c1,0.0,-3.1,1,2,-24,-4,-5,-9,-7
CN(C)S(=O)(=O)NCc1ccc2c(c1)OCO2,0.1,-0.1,-5,-1,10,2,1,1,-1
CC(C)[C@H](NC(=O)[C@@H]1Cc2ccccc2CN1C(=O)OC(C)(C)C)C(=O)NCc1ccco1,-0.1,0.9,3,-5,-16,-2,-5,8,1
O=C(Cc1cccc(C(F)(F)F)c1)OCC(=O)N1CCN(S(=O)(=O)c2ccc(Cl)cc2)CC1,-0.1,4.8,-2,-2,3,-3,0,16,-8
CCOc1cc(NC(=S)Nc2ccc(Cl)cc2)c(OCC)cc1NC(C)=O,-0.1,-0.1,0,0,-4,3,6,4,2

The list is partial; count on the stated rates, not on these rows.
